Assay outcomes: PubChem BioAssay, NMMLSC
S aureus QS inh = inhibitors of bacterial quorum sensing in S. aureus. 24,000 tested, 0.3% active. inhibition, % at 2 µM. S. aureus RN6390 RNAIII-GFP reporter, AIP-induced, flow cytometry 3 h. AID 527;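 active = share of bacteria positive for the green fluorescent reporter and its mean brightness both inhibited by 50% or more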;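 note: 0% = AIP-stimulated control and 100% = unstimulated bacteria without AIP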
S aureus QS inh GFP MFI % = second read-out of S aureus QS inh, no call of its own (marks repeat the call); inhibition, %; measured here: inhibition of GFP MFI
The depositor's hits bear a star. An excerpt, so the mix of outcomes need not match the whole.

The first 23 records (preview)
cpd | SMILES | S aureus QS inh | S aureus QS inh GFP MFI %
1 | O=C(CCSCCc1ccncc1)NCCCN1CCOCC1 | 6 | 10
2 | Cc1c(C(=O)O)oc2ccc(S(=O)(=O)NCc3ccc4c(c3)OCO4)cc12 | -2 | 3
3 | O=C1Nc2cc(Cl)cnc2N2CCCC12 (stereo unspecified) | 0 | 4
4 | CCOC(=O)C(C)Sc1nnc(Cc2cc(=O)[nH]c(=O)[nH]2)n1-c1cccc(OC)c1 (stereo unspecified) | -6 | -10
5 | Cc1ccccc1Cn1nc(C)c(NC(=O)c2cc(-c3cccs3)on2)c1C | -2 | -2
6 | O=C(CSc1nc2ccccc2n1CC(=O)N1CCCC1)Nc1nccs1 | 0 | 2
7 | CCn1c(=O)cc(SCC(=O)N2CCN(C(=O)c3ccco3)CC2)c2ccccc21 | 0 | 6
8 | CCCCCn1c(S(=O)(=O)O)nc2ccccc21 | -2 | -2
9 | CCn1c(SCC(=O)N2CCN(c3ccc(Cl)cc3)CC2)nc2ccccc2c1=O | -1 | 1
10 | O=C(CCCCn1c(=O)c2ccccc2n(CC(=O)NC2CCCC2)c1=O)NC1CCCC1 | 1 | 7
11 | CN1C(=O)CC(N2CCN(c3ccccc3)CC2)C1=O (stereo unspecified) | 0 | 6
12 | Cc1c2c(n3c(nc4ccccc43)c1C#N)N(Cc1ccccn1)CC2 | 4 | 34
13 | CCOc1ccc(-c2nc(CSCC(=O)N3CCN(C(=O)c4ccco4)CC3)c(C)o2)cc1 | 7 | 20
14 | Cc1cc(NC(=O)c2cccc(COc3ccc(Br)cc3)c2)no1 | -3 | -12
15 | CC1(C)CC(=O)C(CCC(=O)c2ccccc2)C(C)(C)N1 (stereo unspecified) | 0 | 3
16 | COC(=O)C1=C(NC(=O)c2cccc(OC)c2)CCS1 | -1 | -42
17 | CCOC(=O)Cc1nnc2c(Nc3ccccc3F)nc3nonc3n12 | 8 | 31
18 | Cc1cc(C)n2nc3nc(N4CCCC4)nc(-c4ccccc4)c3c2n1 | 1 | 6
19 | COc1cc(Cn2cnnn2)ccc1O | -1 | -8
20 | Cc1ccc(NC(=O)CN(C)S(=O)(=O)c2cccc3nsnc23)cc1C | 4 | 8
21 | COc1ccc(-c2nc(CS(=O)CC(=O)NCc3ccco3)c(C)o2)cc1 (stereo unspecified) | -11 | -10
22 | CCN1CCCC1CNC(=O)c1ccc(N2CCCC2=O)cc1 (stereo unspecified) | 1 | 2
23 | c1ccc(CCNc2nc3ccccc3n3nnnc23)cc1 | -3 | -6

Results (from the top)
cpd | SMILES | S aureus QS inh | S aureus QS inh GFP MFI %
1 | O=C(CCSCCc1ccncc1)NCCCN1CCOCC1 | 6 | 10
2 | Cc1c(C(=O)O)oc2ccc(S(=O)(=O)NCc3ccc4c(c3)OCO4)cc12 | -2 | 3
3 | O=C1Nc2cc(Cl)cnc2N2CCCC12 (stereo unspecified) | 0 | 4
4 | CCOC(=O)C(C)Sc1nnc(Cc2cc(=O)[nH]c(=O)[nH]2)n1-c1cccc(OC)c1 (stereo unspecified) | -6 | -10
5 | Cc1ccccc1Cn1nc(C)c(NC(=O)c2cc(-c3cccs3)on2)c1C | -2 | -2
6 | O=C(CSc1nc2ccccc2n1CC(=O)N1CCCC1)Nc1nccs1 | 0 | 2
7 | CCn1c(=O)cc(SCC(=O)N2CCN(C(=O)c3ccco3)CC2)c2ccccc21 | 0 | 6
8 | CCCCCn1c(S(=O)(=O)O)nc2ccccc21 | -2 | -2
9 | CCn1c(SCC(=O)N2CCN(c3ccc(Cl)cc3)CC2)nc2ccccc2c1=O | -1 | 1
10 | O=C(CCCCn1c(=O)c2ccccc2n(CC(=O)NC2CCCC2)c1=O)NC1CCCC1 | 1 | 7
11 | CN1C(=O)CC(N2CCN(c3ccccc3)CC2)C1=O (stereo unspecified) | 0 | 6
12 | Cc1c2c(n3c(nc4ccccc43)c1C#N)N(Cc1ccccn1)CC2 | 4 | 34
13 | CCOc1ccc(-c2nc(CSCC(=O)N3CCN(C(=O)c4ccco4)CC3)c(C)o2)cc1 | 7 | 20
14 | Cc1cc(NC(=O)c2cccc(COc3ccc(Br)cc3)c2)no1 | -3 | -12
15 | CC1(C)CC(=O)C(CCC(=O)c2ccccc2)C(C)(C)N1 (stereo unspecified) | 0 | 3
16 | COC(=O)C1=C(NC(=O)c2cccc(OC)c2)CCS1 | -1 | -42
17 | CCOC(=O)Cc1nnc2c(Nc3ccccc3F)nc3nonc3n12 | 8 | 31
18 | Cc1cc(C)n2nc3nc(N4CCCC4)nc(-c4ccccc4)c3c2n1 | 1 | 6
19 | COc1cc(Cn2cnnn2)ccc1O | -1 | -8
20 | Cc1ccc(NC(=O)CN(C)S(=O)(=O)c2cccc3nsnc23)cc1C | 4 | 8
21 | COc1ccc(-c2nc(CS(=O)CC(=O)NCc3ccco3)c(C)o2)cc1 (stereo unspecified) | -11 | -10
22 | CCN1CCCC1CNC(=O)c1ccc(N2CCCC2=O)cc1 (stereo unspecified) | 1 | 2
23 | c1ccc(CCNc2nc3ccccc3n3nnnc23)cc1 | -3 | -6
24 | Cn1nnc2cc(C(=O)N3CCCCCC3)ccc21 | -3 | -5
25 | O=C(Nc1ccc2c(c1)OCO2)c1nn(-c2ccccc2)c(=O)c2ccccc12 | 0 | -1
26 | COc1cccc(-c2cc(C(=O)NCCc3ccccc3)no2)c1 | -1 | -4
27 | CCOC(=O)CN1C(=O)C(CC)Oc2ccc(Cl)cc21 (stereo unspecified) | 2 | 8
28 | Cc1cc2ncn(C(=O)N3CCOCC3)c2cc1C | -1 | -4
29 | CC1CCN(S(=O)(=O)c2ccc3c(c2)c(=O)c(C(=O)NC2CCCC2)cn3C)CC1 | 6 | 18
30 | O=c1oc2ccccc2c(O)c1CN1CCCCC1 | 0 | 9
31 | CCOC(=O)CCCCC(=O)c1[nH]c(=O)[nH]c1Cn1ccnc1 | -2 | -4
32 | O=C(Cn1nc(Cc2cccnc2)c2ccccc2c1=O)NCC1CCCO1 (stereo unspecified) | -2 | -2
33 | COc1ccccc1N1CCN(C(=O)c2ccc(S(=O)(=O)N3CCCCCC3)cc2)CC1 | 0 | 11
34 | CCOc1ccccc1C1C(C#N)=C(N)Nc2onc(-c3ccccc3)c21 (stereo unspecified) | 2 | 10
35 | CCc1nn(C(C)C(=O)Nc2cccc(C)c2C)c(=O)c2cc3occc3n12 (stereo unspecified) | 0 | -17
36 | O=CNCC(=O)NC1CCCCCC1 | -2 | -1
37 | Cc1cc(S(=O)(=O)N2CCN(Cc3ccccc3)CC2)c(C)s1 | 13 | 28
38 | COc1ccc(-n2nnnc2S(=O)(=O)CC(=O)N2CCCCC2)cc1 | -3 | -14
39 | COc1ccc(C2C(C#N)=C(N)Oc3n[nH]c(-c4ccccn4)c32)c(OC)c1OC (stereo unspecified) | -2 | -22
40 | CCN(CC)CCCN(Cc1cc2ccc(C)c(C)c2[nH]c1=O)C(=O)NC1CCCCC1 | 0 | 9
41 | CC(=O)CCc1ccc(OCCCCn2cncn2)cc1 | 0 | -12
42 | O=c1nc2c(-c3ccccc3F)n[nH]n2c2ccccc12 | -2 | 3
43 | COc1ccccc1C(=O)Nc1c2c(nn1-c1cccc(C)c1C)CS(=O)C2 (stereo unspecified) | 3 | 6
44 | O=C(CSc1nnc(CNC(=O)c2cccs2)o1)Nc1ccc2c(c1)OCO2 | -2 | 10
45 | CCOc1ccc(-c2noc(CCC(=O)O)n2)cc1 | 3 | 17
46 | O=C(C1CCCCC1)N1CCN=C1SCc1cccnc1 | 1 | 10
47 | COc1ccccc1S(=O)Cc1ccc(C(=O)O)o1 (stereo unspecified) | 1 | 15
48 | Nc1nc(CSc2nnc(-c3cccc(F)c3)n2-c2ccccc2)nc(N2CCOCC2)n1 | -2 | 0
49 | O=C(CSc1nc2c(c(=O)n1-c1ccc(Cl)cc1)SCC2)NCc1ccco1 | -2 | -2
50 | O=C1CSC(c2ccccc2)N1CC12CC3CC(CC(O)(C3)C1)C2 (stereo unspecified) | 0 | 4
51 | CCC1CCCCN1C(=O)CSc1nnc(-c2ccc(Cl)cc2)o1 (stereo unspecified) | 1 | 3
52 | Cc1nc(NCc2ccco2)c2oc3ccccc3c2n1 | 2 | 3
53 | Cc1cc(=O)[nH]c2c1cnn2Cc1ccccc1 | -2 | 20
54 | COc1ccccc1N(CC(=O)NC1CCCC1)C(=O)c1csnn1 | 0 | -24
55 | Cc1nc2nc(C)c(CCC(=O)Nc3ccc4c(c3)OCO4)c(C)n2n1 | -2 | -12
56 | Cc1cc(NC(=O)c2cc(-c3cccc(Cl)c3)on2)no1 | 4 | 11
57 | CCOC(=O)c1ccc(NC(=O)CSC2=NC(=O)C(CC)C(=O)N2)cc1 (stereo unspecified) | 0 | 2
58 | O=C(CSc1nc(-c2ccccc2Cl)ns1)NCc1ccco1 | -2 | -12
59 | CN=C(Nc1cc(C)nn1-c1ccccc1)c1ccccc1 | -1 | -12
60 | O=C(Cn1ccc2ccccc2c1=O)Nc1ccc2c(c1)OCO2 | 0 | -7

New compounds follow
cpd | SMILES | S aureus QS inh | S aureus QS inh GFP MFI %
61 | CCc1nn(CC(=O)NCCCN(Cc2ccccc2)C(C)C)c(=O)c2cc3sccc3n12 | -2 | -5
62 | CSc1ccccc1N=CC1=C(O)CC(C)(C)CC1=O | -3 | -10
63 | CCCCNC(=O)CS(=O)Cc1nc(-c2ccc(C)cc2)oc1C (stereo unspecified) | 21 | 30
64 | Cc1ccc(NC(=O)C2CC(c3ccc(F)cc3)=NO2)cc1 (stereo unspecified) | 3 | 24
65 | CC(C)c1nc(NCC2CCCO2)c(C#N)c2c1COC(C)(C)C2 (stereo unspecified) | 3 | 12
66 | O=C(O)c1ccc(-n2nnnc2SCc2ccccc2F)cc1 | -1 | -8
67 | CC(=O)OCC(=O)[C@@]12OC(C)(C)O[C@@H]1C[C@H]1[C@@H]3C[C@H](F)C4=CC(=O)C=C[C@]4(C)[C@@]3(F)[C@@H](O)C[C@@]12C | -3 | -4
68 | CCCCN1C(=O)CN(CCc2ccccc2)C(=O)C1c1ccc(OC)cc1 (stereo unspecified) | 2 | 12
69 | COc1ccc(C(=O)OCC(=O)NCc2ccco2)cc1OC | -1 | -5
70 | CN(C)S(=O)(=O)n1cnc(-c2ccccc2)c1-c1ccccc1 | -2 | -12
71 | CCOc1ccc(N(CC(=O)NC2CCCC2)S(=O)(=O)c2c(C)[nH]c(=O)[nH]c2=O)cc1 | -2 | -3
72 | Cc1ccccc1CN1CCN(CC(=O)NCc2ccccn2)C1=O | -1 | 3
73 | COc1ccc2nc(NC(=O)CCNS(=O)(=O)c3ccc4c(c3)oc(=O)n4C)sc2c1 | 0 | 15
74 | CCOC(=O)Cn1c(=N)n(Cc2ccccc2)c2ccccc21 | -3 | -8
75 | Cc1cc(OCC(=O)Nc2cc(-c3nn4c(C)nnc4s3)ccc2C)ccc1Cl | -4 | -7
76 | O=C(C1CCN(S(=O)(=O)c2cccc3cccnc23)CC1)N1CCCC1 | -4 | -13
77 | Cc1cccc(C(=O)N2CCC(n3nnc4cc(F)ccc43)CC2)c1 | 0 | -8
78 | O=C(Cn1cc2c(n1)CCCCC2)NCc1ccccn1 | -2 | -6
79 | CCOC(=O)N1CCC(NC(=O)c2cc3c(-c4cccc(OC)c4)nn(C)c3s2)CC1 | 12 | 26
80 | Cc1nc2ccc(F)cc2cc1C(=O)NCC1CCCO1 (stereo unspecified) | 0 | -15
81 | Cc1onc(-c2c(F)cccc2Cl)c1C(=O)Nc1nc2c(s1)CCCC2 | 10 | 28
82 | CCOc1ccc(CNC(=O)C2CC(=O)N(C3CCCC3)C2)cc1OC (stereo unspecified) | 1 | 11
83 | C[C@H]1C[C@@H]2[C@H]([C@@H](O)C[C@@]3(C)[C@H]2CC[C@]3(O)C(=O)CO)[C@@]2(C)C=CC(=O)C=C12 | 0 | 5
84 | NC(=O)C1(N2CCCCC2)CCN(C(=O)Nc2ccccc2C(F)(F)F)CC1 | 0 | 1
85 | Cc1cccn2c(=O)c3cc(C(=O)N4CCc5ccccc5C4)n(C)c3nc12 | -2 | -3
86 | CCOC(=O)CSc1nnc(CNC(=O)c2ccc(OC)cc2)n1Cc1ccccc1 | 0 | -3
87 | N#Cc1cc2ccc(N3CCOCC3)cc2cc1C#N | -1 | 3
88 | Cc1cc(C)n(-c2cc(N3CCOCC3)ncn2)n1 | -1 | 5
89 | O=C(NCc1ccccc1)C1CCN(S(=O)(=O)N2CCOCC2)CC1 | 2 | 5
90 | CCOC(=O)N1CCC(n2c(SCC(=O)NCc3ccco3)nc3ccsc3c2=O)CC1 | 7 | -4
91 | O=C(c1ccc(C(F)(F)F)cc1)N1CCCCC1 | -1 | -11
92 | O=C(O)C1CCCN1C(=O)Nc1ccc(F)cc1 (stereo unspecified) | 0 | -5
93 | CN(CC(O)COCc1cccs1)C1CCCCC1 (stereo unspecified) | 0 | 6
94 | CCOC(=O)Cn1c(CN(C)Cc2ccccc2)nc2c1c(=O)n(C)c(=O)n2C | 4 | 14
95 | COc1ccc(OC)c(C2C(C(N)=O)=C(C)Nc3nc(-c4cccc(Cl)c4)nn32)c1 (stereo unspecified) | 9 | 32
96 | O=c1cc(CN2CCN(c3ccc(F)cc3)CC2)nc2sccn12 | -2 | -27
